CHO parental Ca – counter-screen for OX1R antagonists: effect in parental CHO cells; inhibition, % at 5.6 µM; parental CHO-K1, ATP-induced calcium, Fluo-8 fluorescence; hit rate 0.63% among 330,000; AID 463079;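 active = inhibition above that plate's mean sample inhibition plus 3 SD, cut at about 26% in these data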;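 note: 0% = ATP-challenged DMSO wells and 100% = DMSO wells without ATP; some compounds past the cut are filed as inactive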
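Test system: parental CHO cells; detection: calcium-sensitive Fluo-8 fluorescence; evaluation: percent inhibition of calcium signal; also added: ATP as calcium-mobilizing challenge; repeats: one well per compound; control set: ATP-challenged DMSO wells low, unchallenged DMSO wells high; compound: single nominal dose of 5.6 µM per compound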
TAAR1 antagonist – antagonists of human TAAR1 | inhibition, % at 3 µM | Q96RJ0 | CHO RD-HGA16 TAAR1, Fluo-8 calcium fluorescence, antagonist | hit rate 1.5% among 360,000;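 active = inhibition above a per-plate cutoff, the mean inhibition of test compounds on that plate plus 3 SD, cut at about 49% in these data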;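 note: 0% = DMSO plus EC80 beta-PEA response and 100% = DMSO alone without agonist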
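Test system: RD-HGA16 CHO cells with stable hTAAR1 and Gα16 / Probe or stimulus: EC80 β-phenethylamine stimulus / Times: seeding 17-24 h prior, 75-min 37 °C, 30-min RT dye loading / Detection: Fluo-8 calcium-sensitive fluorescence / Read-out basis: % inhibition scaled between DMSO and EC80 PEA controls / Repeats: singlicate, one well per test compound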
CHO-K1 Ca PAM – counter-screen for M1 PAMs: effect in parental CHO-K1 cells; AID 602247; hit rate 0.02% among 360,000; activation, % at 3 µM; ATP EC20, Fluo-8 calcium fluorescence; 0% at ATP EC20, 100% at ATP max;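 active = activation above the run cutoff, the mean activation of all test compounds plus 3 SD, cut at about 40% in these data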;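 note: peak over basal fluorescence ratio in a 140 s read after ATP addition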
V1R ag counter – activates human V1a receptor in oxytocin agonist counter-screen | CHO-V1R cells, Fluo-8 calcium fluorescence, agonist mode; 0% DMSO, 100% 3 nM vasopressin | activation, % at 3 µM | hit rate 0.25% among 320,000 | AID 2797;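 active = activation above the mean activation of all tested compounds plus 3 SD, per screening run, cut at about 20% in these data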;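 note: signal is peak over basal fluorescence ratio across a 100 second FLIPR read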
Target sequence (P37288 whole entry, looked up): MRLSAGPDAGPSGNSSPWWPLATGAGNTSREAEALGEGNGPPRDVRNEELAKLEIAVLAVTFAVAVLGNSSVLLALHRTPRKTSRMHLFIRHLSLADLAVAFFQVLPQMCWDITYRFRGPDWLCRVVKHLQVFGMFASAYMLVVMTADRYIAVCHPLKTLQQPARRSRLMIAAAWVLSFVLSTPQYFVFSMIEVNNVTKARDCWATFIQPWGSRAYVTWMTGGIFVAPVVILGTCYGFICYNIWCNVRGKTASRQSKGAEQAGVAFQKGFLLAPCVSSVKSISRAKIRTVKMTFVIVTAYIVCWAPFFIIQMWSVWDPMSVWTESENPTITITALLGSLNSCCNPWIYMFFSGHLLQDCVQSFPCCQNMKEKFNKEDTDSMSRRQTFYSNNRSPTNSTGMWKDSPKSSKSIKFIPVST
CHO-K1 Ca antag – nonselective inhibitor or artifact in parental CHO-K1 cells; ATP-induced calcium, Fluo-8 fluorescence; inhibition, % at 3 µM; hit rate 0.6% among 360,000;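 active = inhibition above a per-plate cutoff, the plate's mean sample inhibition plus 3 SD, cut at about 24% in these data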;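 note: 0% = DMSO plus EC80 ATP and 100% = DMSO alone without ATP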
M1 ag parental – M1 agonist counterscreen hit in parental CHO-K1 cells. hit rate 0.48% among 360,000. Fluo-8 calcium fluorescence; scaled to maximal ATP response, vehicle zero. activation, % at 3 µM; in the data active = activation above about 15%;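 note: untransfected CHO-K1 host cells lacking M1 receptor as counterscreen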
M1 ag – human M1 muscarinic receptor agonism; P11229; CHO-K1 hM1, Fluo-8 calcium fluorescence, agonist mode; 0% DMSO, 100% acetylcholine EC100; activation, % at 3 µM; hit rate 0.33% among 360,000; AID 588814;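 active = activation above the run's mean compound activation plus 3 SD, cut at about 16% in these data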;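 note: peak over basal fluorescence ratio within a 140 s kinetic read after compound addition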
Target sequence (P11229 whole entry, looked up): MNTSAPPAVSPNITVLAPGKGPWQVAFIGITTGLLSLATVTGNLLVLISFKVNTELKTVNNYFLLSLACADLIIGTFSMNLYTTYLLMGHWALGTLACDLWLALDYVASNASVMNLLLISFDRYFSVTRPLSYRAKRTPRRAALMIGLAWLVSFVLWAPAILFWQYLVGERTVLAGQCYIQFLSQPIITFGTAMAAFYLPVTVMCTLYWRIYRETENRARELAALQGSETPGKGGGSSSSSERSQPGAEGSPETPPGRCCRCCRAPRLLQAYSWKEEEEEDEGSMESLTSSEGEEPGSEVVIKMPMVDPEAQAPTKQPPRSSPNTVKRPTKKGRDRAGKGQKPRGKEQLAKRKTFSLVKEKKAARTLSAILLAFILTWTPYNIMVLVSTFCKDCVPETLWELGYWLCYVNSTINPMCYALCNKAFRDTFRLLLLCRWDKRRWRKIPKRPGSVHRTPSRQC
OXTR potentiate – potentiators of human oxytocin receptor; P30559; CHO-OTR cells, Fluo-8 calcium fluorescence, potentiator mode; 0% = oxytocin EC15, 100% = EC100; activation, % at 3 µM; hit rate 0.061% among 320,000;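 active = activation above that plate's cutoff, the mean activation of tested compounds plus 3 SD, cut at about 6.6% in these data, passing the limit was not always enough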;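 note: 100% uses oxytocin at 75 nM as the full agonist control; some results filed as inactive read as strong as hits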
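Assay system: CHO-OTR cells, human receptor / Also added: oxytocin at about EC15, sub-maximal agonist stimulus / Dosing: single dose, 3.0 µM nominal final compound concentration / Incubation: 6 min pre-incubation, 100 s read / Technique: Fluo-8 calcium dye fluorescence / Read-out: % activation vs EC15 and EC100 oxytocin / Benchmarks: EC15 oxytocin low, 75 nM oxytocin high / Replicates: singlicate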
TAAR1 ag – agonists of human TAAR1; CHO RD-HGA16 TAAR1, Fluo-8 calcium fluorescence; vehicle wells 0%, saturating PEA agonist 100%; activation, % at 3 µM; hit rate 0.99% among 360,000;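 active = activation above the mean activation of all test compounds in the run plus 3 SD, cut at about 38% in these data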
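Test system: RD-HGA16 (CHO) cells co-expressing Gα16 and hTAAR1; dosing: one-point dosing at 3 µM (nominal); timing: 17-24 h seeding, 75 min 37 °C dye, 30 min RT; signal: kinetic Fluo-8 calcium fluorescence; read-out basis: % activation relative to PEA EC100 response; controls: DMSO and PEA EC100; replicates: n 1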
* marks the source's active call; other numbers are inactive results; . = no result given.

1: Cc1ccc(S(=O)(=O)Oc2ccccc2[N+](=O)[O-])cc1
2: CN(C)C(=O)c1cc2cc(Br)ccc2s1
3: CC(C)Oc1cc(O)c2c(=O)c(-c3ccc(O)cc3)coc2c1
4: O=C(CN1C(=O)NC2(CCc3ccccc32)C1=O)c1ccc2c(c1)OCCO2 (configuration not stated)
5: Cc1cc(=O)c2cc(C(=O)c3ccccc3)ccc2[nH]1
6: CCOC(=O)CP(=O)(c1ccccc1)c1ccccc1
7: Cc1c(C(=O)N2CCN(c3ncccn3)CC2)oc2ccc(F)cc12
8: CC(C)c1ccc(C(CC(=O)O)N2Cc3ccccc3C2=O)cc1 (configuration not stated)
Assay by compound | 1 | 2 | 3 | 4 | 5 | 6 | 7 | 8
CHO parental Ca | . | -14 | 6 | -13 | -14 | -7 | -15 | -3
TAAR1 antagonist | -13 | -42 | 3 | 18 | 14 | -3 | 7 | -20
CHO-K1 Ca PAM | 19 | 14 | -3 | 18 | 0 | 8 | -5 | 17
V1R ag counter | . | -0.2 | 0.8 | 4.8 | -0.5 | 0.8 | 3.5 | 0.5
CHO-K1 Ca antag | -16 | -12 | 2 | -8 | -13 | 10 | -5 | -10
M1 ag parental | -0.1 | 0.6 | 0.1 | 1.6 | 0.7 | 0.4 | -0.1 | 1.2
M1 ag | -4 | -5 | -1 | 0 | -11 | 0 | -2 | -5
OXTR potentiate | . | -8 | -1 | -9 | -12 | -3 | -1 | -13
TAAR1 ag | 0 | 3 | -2 | 12 | 0 | -2 | 3 | 1

9: Cc1nc(C)c(C(=O)Nc2nc3c(C)cccc3s2)o1
10: Cc1ccc(-c2nn(-c3ccccc3)cc2CNCc2ccccc2)cc1
11: CCOCCCNC(=O)c1ccc(N2CCOCC2)c(NS(=O)(=O)c2ccc(OC)cc2)c1
12: COc1ccccc1C1CCN(Cc2ccc(Cl)cc2Cl)CC1
13: CCn1cc(C(=O)NCCc2ccc(Cl)cc2)c(=O)c2cc(S(=O)(=O)N(C)C)ccc21
14: COc1cccc(OCCNC(=O)CSc2ccc(C(F)(F)F)cc2[N+](=O)[O-])c1
15: O=C(Oc1ccccc1)c1ccc(COC(=O)c2cnccn2)cc1
16: C(=N\Nc1nc2ccccc2[nH]1)/c1ccccn1
Assay by compound | 9 | 10 | 11 | 12 | 13 | 14 | 15 | 16
CHO parental Ca | -10 | -5 | -17 | -13 | . | -16 | -14 | .
TAAR1 antagonist | 0 | 31 | -6 | -7 | -7 | -13 | -12 | 6
CHO-K1 Ca PAM | 11 | 5 | 5 | 14 | 5 | 14 | -1 | 18
V1R ag counter | -0.3 | 1.2 | -1.5 | 0.1 | . | -0.4 | 5.1 | .
CHO-K1 Ca antag | -12 | -3 | -10 | 1 | 4 | -7 | -1 | -13
M1 ag parental | 0.8 | 0.1 | 0.5 | 0.9 | -0.7 | 0.5 | 2.9 | 0.6
M1 ag | -4 | 1 | -11 | -4 | 10 | -8 | 0 | -7
OXTR potentiate | -9 | -4 | -16 | -10 | . | -7 | -10 | .
TAAR1 ag | 5 | 30 | 1 | -1 | 1 | -2 | 2 | 2

Down the list, as entered above:
Nos. 9 to 16 in M1 ag: -4, 1, -11, -4, 10, -8, 0, -7

(next part)
17: CCN(c1ccccc1)S(=O)(=O)c1ccc(NC(=O)C(C)(C)C)cc1
18: COc1ccc(C(C(=O)NC2CCCC2)N(Cc2cccnc2)C(=O)c2snc(C(N)=O)c2N)cc1 (configuration not stated)
19: O=C(Nc1ccccc1)C1=C[C@H](c2coc3ccccc3c2=O)C[C@H](OCc2ccc(CO)cc2)O1
20: O=C(Nc1ccn(Cc2ccc(Cl)cc2)n1)c1ccc2c(c1)OCO2
21: COCCCNC(=S)NNC(=S)Nc1ccc(OC)cc1
22: COc1cccc(N2[C@@H](CC(C)=O)c3cc(C(F)(F)F)ccc3S2(=O)=O)c1
23: O=C(Cc1ccc(-c2ccccc2)cc1)NCc1cccnc1
24: CC(=O)NNc1cccc(Cl)n1
Assay by compound | 17 | 18 | 19 | 20 | 21 | 22 | 23 | 24
CHO parental Ca | -8 | -18 | -25 | -10 | -15 | -22 | -2 | -19
TAAR1 antagonist | 4 | -13 | 41 | 22 | -2 | -14 | 9 | -3
CHO-K1 Ca PAM | 16 | 10 | 10 | 17 | 15 | 5 | -1 | -2
V1R ag counter | 0.3 | -0.6 | -0.4 | 1.3 | -0.7 | 1.6 | 4.0 | 1.6
CHO-K1 Ca antag | -12 | -17 | -12 | 2 | -6 | -2 | 3 | -11
M1 ag parental | 3.0 | 1.6 | 1.8 | 2.6 | -0.2 | 0.6 | 2.6 | 0.0
M1 ag | -6 | 0 | -8 | -5 | -2 | -6 | -3 | -3
OXTR potentiate | -6 | -2 | 2 | -2 | -4 | -11 | -12 | 3
TAAR1 ag | 9 | 7 | 14 | 16 | -1 | 8 | 3 | 4

Brought forward from above: 2 entries; new compounds follow.
23: O=C(Cc1ccc(-c2ccccc2)cc1)NCc1cccnc1
24: CC(=O)NNc1cccc(Cl)n1
25: C#CCOCCOCCOCCNc1nc(N2CCN(C(=O)CCCCCCCCCCNC(=O)Cn3cc(CCCCCN)nn3)CC2)nc(N2CCN(C(=O)CCCCCCCCCCNC(=O)[C@H]([C@@H](C)CC)n3cc(CCCCCN)nn3)CC2)n1
26: CCc1nc(C)cc2c1sc1ccccc12
27: O=C(CNC(=O)c1ccccc1Br)N/N=C/c1ccco1
28: CCOc1cc(/C=N/NS(=O)(=O)c2ccc(OC)cc2)ccc1OCCN1CCOCC1
29: CCCCC(Sc1nc(N)c(NC(=O)c2ccc(OC)cc2)c(=O)[nH]1)C(=O)O (configuration not stated)
30: Cc1cc(N2C(=O)C3CC=CCC3C2=O)no1 (configuration not stated)
31: CC(=O)c1ccc(OCC(O)CN2C(C)(C)CC(O)CC2(C)C)cc1 (configuration not stated)
32: COC(=O)CCCC(=O)Nc1ccc(Br)cc1
Assay by compound | 23 | 24 | 25 | 26 | 27 | 28 | 29 | 30 | 31 | 32
CHO parental Ca | -2 | -19 | 33 | -8 | -5 | -13 | -8 | -9 | -5 | -4
TAAR1 antagonist | 9 | -3 | . | -45 | -22 | -12 | -12 | 1 | -8 | 14
CHO-K1 Ca PAM | -1 | -2 | 22 | -6 | -4 | 10 | -4 | 20 | -5 | 5
V1R ag counter | 4.0 | 1.6 | 7.2 | -0.2 | 0.1 | 0.8 | 0.7 | 2.0 | 0.2 | 0.3
CHO-K1 Ca antag | 3 | -11 | -6 | -5 | 3 | -6 | 17 | -12 | 5 | 7
M1 ag parental | 2.6 | 0.0 | 4.8 | -0.1 | 1.3 | -0.2 | -0.3 | 0.8 | 3.3 | -0.1
M1 ag | -3 | -3 | -1 | -3 | 0 | -7 | -6 | -2 | -9 | 0
OXTR potentiate | -12 | 3 | -11 | -2 | -2 | -9 | 0 | -1 | -4 | 0
TAAR1 ag | 3 | 4 | . | -1 | 2 | 4 | 6 | 1 | 0 | 2

33: COc1ccc(C(=O)Nn2c(C3CCC3)nc3ccccc3c2=O)c(OC)c1
34: COC(=O)Cc1ccc(NC(=S)NCc2ccc(S(N)(=O)=O)cc2)cc1
35: CCOC(=O)[C@]12CCCC=C1N(Cc1ccc3c(c1)OCO3)C(=O)[C@H](CC(=O)NCC1CCCCC1)C2
36: O=C(Cc1cccs1)Nc1ccc(F)c(S(=O)(=O)N2CCOCC2)c1
37: COc1ccc(C(=O)Nc2cc(C)c3c(=O)oc4ccccc4c3n2)cc1
38: CN(C)/C=N/C(=S)Nc1ccc(Cl)cc1
39: CCOC(=O)N1CCN(C(=O)CCSc2ccccc2)CC1
40: Cc1cnc(C(=O)OCC(=O)Nc2ccc(OCc3ccccc3)cc2)cn1
Assay by compound | 33 | 34 | 35 | 36 | 37 | 38 | 39 | 40
CHO parental Ca | -26 | -7 | . | -3 | -11 | -2 | -7 | -7
TAAR1 antagonist | -11 | -8 | 11 | 8 | -25 | 14 | 19 | 7
CHO-K1 Ca PAM | 22 | -2 | 5 | 26 | 7 | 24 | 8 | 12
V1R ag counter | -0.1 | 0.0 | . | 5.4 | 1.1 | 2.9 | -0.8 | 6.9
CHO-K1 Ca antag | -10 | 1 | -18 | -26 | -8 | -6 | -30 | -19
M1 ag parental | 1.4 | 0.0 | 0.4 | 3.4 | 0.5 | 8.0 | 1.8 | 7.1
M1 ag | -4 | -3 | . | 1 | -1 | -2 | -2 | 0
OXTR potentiate | -4 | 5 | . | -11 | -4 | 1 | -7 | -8
TAAR1 ag | 8 | 6 | -2 | 6 | 6 | 2 | 0 | 3

41: COC(=O)c1[nH]c2ccccc2c1NC(=O)CNC1CCCCC1
42: COc1cc(C(=O)OCC(=O)NC2CCCC2)cc(NC(=O)c2ccco2)c1OC
43: CCCn1c(Sc2nc3c(c(=O)[nH]c(=O)n3C)n2CCC)nc2c1c(=O)[nH]c(=O)n2C
44: Cc1occc1C(=O)NCc1ccco1
45: CCOC(=O)Cn1cnc(C)c1
46: Cc1ccc2nc3n(c(=O)c2c1)-c1ccc(Cl)cc1C(=O)NC3CC(C)C (configuration not stated)
47: Cc1cc(S(=O)(=O)NCc2ccccc2)ccc1OCC(=O)N1CCCC1
48: CC(=O)Nc1nonc1NC(=O)CSC1=NCCS1
49: CCC(=O)N1N=C(c2ccc(C)o2)CC1c1ccc(N(C)C)cc1 (configuration not stated)
50: O=C(Nc1ccc(S(=O)(=O)NCc2ccccc2)cc1)c1ccc(Br)o1
Assay by compound | 41 | 42 | 43 | 44 | 45 | 46 | 47 | 48 | 49 | 50
CHO parental Ca | -19 | -12 | 0 | -7 | . | -16 | -15 | 7 | -4 | -8
TAAR1 antagonist | 61* | 12 | 5 | -12 | 2 | 3 | 5 | 14 | -18 | 20
CHO-K1 Ca PAM | 10 | 16 | 25 | 22 | -9 | . | -14 | 10 | 10 | 1
V1R ag counter | -0.3 | 0.1 | 1.1 | -0.2 | . | -0.3 | 1.8 | 0.5 | -1.4 | 5.8
CHO-K1 Ca antag | 5 | 0 | -7 | -15 | -5 | . | 3 | -6 | -14 | -2
M1 ag parental | 4.9 | 2.2 | 1.1 | 0.7 | 0.8 | . | 1.3 | 0.0 | 0.4 | 3.3
M1 ag | 2 | -1 | -3 | -4 | -2 | . | -2 | -2 | -3 | -1
OXTR potentiate | -8 | 0 | -5 | -4 | . | 4 | -3 | -11 | -6 | -15
TAAR1 ag | 21 | 6 | 4 | 0 | 0 | 1 | 2 | -1 | 3 | 7
